FN deposition inh – fibronectin deposition inhibition; 0.086% of 350,000 active; AH1F fibroblasts, Alexa488-fibronectin deposition fluorescence, overnight; inhibition, % at 12.6 µM;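 active means mean inhibition across replicates of 30% or more, regardless of how many single replicates reach that level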;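 further: positive control wells lacked labelled fibronectin entirely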
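material = AH1F fibroblast monolayer depositing Alexa488-labelled fibronectin into matrix | amount = 10000 AH1F cells/well | buffer or medium = DMEM plus 2% serum, read in PBS | incubation = 1 h cell adhesion before compound, then overnight fibronectin incubation | detection = fluorescence at 485 nm excitation, 525 nm emission | evaluation = percent inhibition as loss of matrix-bound fibronectin fluorescence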
PGC1a acetyl inh – lowers PGC1a acetylation signal in U2OS cells | AlphaScreen anti-acetyl-lysine; with virally co-expressed GCN5 acetyltransferase | inhibition, % at 15.6 µM | 0.17% of 350,000 active;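 active means every replicate shows inhibition of at least 40%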;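 further: 0% = neutral control wells and 100% = positive control wells; some results beyond the cut were filed as inactive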
INS-1E GSIS act – primary screen for activators of insulin secretion dependent on glucose, INS-1E cells, GLuc reporter luminescence; INS-1E GLuc reporter insulin secretion, 2-3 h; activation, % at 16.6 µM; 0.61% of 370,000 active;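 active means lowest replicate activation of at least 40%, so every replicate reaches that level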;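 further: 0% = median of neutral control wells and 100% = median of IBMX positive control wells; some compounds called inactive have numbers as strong as hits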
CFTR F508del cor – correctors of CFTR F508del function in bronchial epithelial cells. CFBE cells, YFP halide quenching; stimulated with forskolin plus potentiator P3; % fluorescence drop versus neutral controls. activity (quench increase), % at 7.58 µM. 0.36% of 350,000 active. AID 720511;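 active means mean added fluorescence quench of at least 8% versus neutral control, with both replicates also reaching 8%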;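 further: cells transiently co-express mutant CFTR-F508del with the halide-sensitive YFP; corrector assay measuring rescue of mutant channel to the surface after 24 h compound exposure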
miR122 inh – blocks miR-122 activity in Huh7 sensor cells; 0.3% of 340,000 active; Huh7 miR-122 Renilla luciferase sensor, 48 h; neutral wells = 0, positive control = 100; activation (reporter increase), % at 12.5 µM;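 active means mean replicate activation score at least 90 and every replicate individually at or above 90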;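 further: higher luciferase means less miR-122 activity so hits act as miR-122 inhibitors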
Cneo AK release – Cryptococcus neoformans lysis via adenylate kinase release; C. neoformans lysis, adenylate kinase release luminescence, 4 h; normalised: neutral wells 0, clomiphene wells 100; 0.2% of 360,000 active; lysis activity, % at 15 µM;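 active means mean lysis activity across replicates of at least 80%, whatever share of replicates individually reach that level; inactive means mean lysis activity below 80%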
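Assay system: log-phase C. neoformans yeast / Quantity: yeast cell density of 5 × 10^6 cells/mL / Medium: fresh YPD growth medium / Compound: single dose / Timing: static 4 h at 37 °C with compound, 1 h detection / Measured by: adenylate kinase release luminescence / Read-out: lysis from increased AK signal / Benchmarks: Clomiphene as positive lysis control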
Statin myotox sup – suppression of simvastatin myotoxicity; C2C12 myotubes + simvastatin, ATP luminescence, 48 h; scaled: DMSO 0, geranylgeraniol control 100; rescue of ATP level, % at 7.49 µM; 0.78% of 330,000 active;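 active means mean ATP rescue above about 67%, or every replicate alone reaching that limit, limit read from the data, passing the limit was not always enough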;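 further: myotubes were challenged with 10 µM simvastatin during compound exposure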
PglD DTNB – blocks C. jejuni PglD acetyltransferase activity; purified PglD enzyme, DTNB colorimetric CoA detection; inhibition, % at 12.5 µM; 0.098% of 360,000 active; in the data active means inhibition above about 16%, passing the limit was not always enough; further: strong numbers were not always called active
Starred values were filed as active, the others as inactive; nt = not tested or not shown; [ ] = another dose, or the depositor's remark.

SMILES | FN deposition inh | PGC1a acetyl inh | INS-1E GSIS act | CFTR F508del cor | miR122 inh | Cneo AK release | Statin myotox sup | PglD DTNB
CCCNC(=O)C(Cc1ccccc1)NC(=O)c1ccc(-c2ccccc2)cc1 (stereo unspecified) | -0.4 | 7.1 | -16.7 | -0.4 | -1.6 | -1.1 | -5.5 | -2.9
C=CCn1c(N2CCN(c3ccc(OC)cc3)CC2)nc2c1c(=O)n(C)c(=O)n2C | -1.0 | 18.0 | -6.1 | 1.2 | -3.6 | nt | nt | nt
CCOc1ccc(CCNC(=O)Cc2nn[nH]n2)cc1OCC | nt | 5.1 | nt | nt | 4.1 | -1.9 | 3.6 | 2.9
CO[C@@H]1CC[C@@H]2CCOc3ccc(C#N)cc3C(=O)N(C)CCCC(=O)N(C)C[C@@H]1O2 | -1.4 | nt | 6.1 | nt | nt | 57.5 | -9.4 | 0.1
O=C(Cn1cnc2c(OCc3ccccc3)ncnc21)N[C@H](CO)Cc1cc2ccccc2[nH]1 | 0.8 | 8.3 | 49.0* | -0.1 | -0.6 | 1.1 | -2.5 | -4.3
CN(Cc1ccccc1)c1cc(Cl)nc(N)n1 | 5.0 | 3.1 | 30.1 | -3.0 | -7.3 | nt | nt | nt
COc1ccc(C(CNC(=O)c2cccc(S(=O)(=O)N3CCOCC3)c2)N2CCOCC2)cc1 (stereo unspecified) | -6.0 | nt | -2.2 | 4.9 | 2.9 | 1.0 | 3.4 | -0.9
COc1cc2c(c(OC)c1OC)-c1c(cc3c(c1OC)OCO3)C1OC2[C@@H](C)[C@H]1C (stereo partly specified) | 0.0 | -4.0 | -35.0 | 0.2 | 7.6 | 0.4 | -5.9 | 2.4
COc1cccc(N/C(C)=C/C(=O)c2ccc(Br)cc2)c1 | nt | 3.5 | 2.0 | nt | -3.8 | -5.7 | -3.1 | 5.6
CC1CCN(C(=O)CN2C(=O)c3cccc4cccc(c34)C2=O)CC1 | 8.5 | 9.8 | 23.1 | -1.0 | -0.3 | 2.1 | 0.7 | 1.2
Cc1nc(NC(=O)CSc2nc3cccnc3n2C2CCCCC2)sc1C | nt | -1.2 | nt | nt | 4.5 | -3.6 | -87.3 | 0.3
Cc1c(C(=O)NCc2cccc(Cl)c2)sc(=O)n1Cc1ccc(C(=O)N(C)C)cc1 | 0.7 | nt | -19.3 | -4.0 | nt | 0.1 | 3.1 | 1.3
C[C@H]1CN([C@@H](C)CO)C(=O)c2cc(/C=C/c3ccccc3)cnc2O[C@@H]1CN(C)Cc1cncnc1 | 2.7 | -0.5 | -9.2 | 2.3 | -1.0[16.7 µM] | 0.6 | -34.3 | 0.8
COc1ccc(Cl)c2c1[nH]c1nc(SCc3ccccn3)nnc12 | 1.5 | -14.1 | 38.0 | -0.5 | nt | nt | nt | nt
CNC(=O)COc1ccc(Cl)c2cccnc12 | 1.1 | nt | 17.5 | -0.3 | -8.7 | 0.6 | 7.6 | -0.7
CCOC(=O)Cn1cc(C#N)c(=O)[nH]c1=O | 1.6 | 2.7 | -30.5 | 0.2 | 0.3 | 0.5 | nt | -1.8
Cc1nn(Cc2ccccc2Cl)c(C)c1NC(=O)CCCn1nc(C)c([N+](=O)[O-])c1C | -3.2 | -0.3 | nt | nt | -3.5 | 0.9 | 7.8 | 3.6
Cc1ccccc1NS(=O)(=O)c1ccc(C(=O)N2CCCC(C(F)(F)F)C2)cc1 (stereo unspecified) | -3.2 | -1.1 | 7.6 | 0.5 | -5.7 | 1.8 | 11.2 | -2.0
O=C(Nc1cccc(NC(=O)C2C3CC4OC(=O)C2C4C3)c1)c1ccccc1 (stereo unspecified) | 1.8 | 14.8 | 2.9 | 1.0 | -0.9 | -1.5 | 10.1 | nt
COC(=O)c1ccc(CSc2ncnc3ccccc23)o1 | -5.3 | -5.1 | -11.3 | -5.6 | 1.1 | 0.1 | -2.3 | -3.7

A second format for part of the listing above.
smiles	FN deposition inh	PGC1a acetyl inh	INS-1E GSIS act	CFTR F508del cor	miR122 inh	Cneo AK release	Statin myotox sup	PglD DTNB
Cc1nn(Cc2ccccc2Cl)c(C)c1NC(=O)CCCn1nc(C)c([N+](=O)[O-])c1C	-3.2	-0.3	nt	nt	-3.5	0.9	7.8	3.6
Cc1ccccc1NS(=O)(=O)c1ccc(C(=O)N2CCCC(C(F)(F)F)C2)cc1 (stereo unspecified)	-3.2	-1.1	7.6	0.5	-5.7	1.8	11.2	-2.0

Remaining list, next part
SMILES | FN deposition inh | PGC1a acetyl inh | INS-1E GSIS act | CFTR F508del cor | miR122 inh | Cneo AK release | Statin myotox sup | PglD DTNB
CCOC(=O)C1CCN(Cc2nc3ccccc3c(=O)n2-c2ccc(F)cc2)CC1 | -9.2 | -2.4 | nt | nt | -18.1 | -2.5 | 4.8 | -23.7
C/C=C/c1ccc([C@H]2[C@@H](CO)N(C(=O)c3ccccc3)C23CN(C(C)=O)C3)cc1 | -11.4 | 1.7 | -2.0 | -0.2 | nt | nt | nt | nt
CCOC(=O)c1cccc(NC(=O)CSc2nnnn2C)c1 | -2.5 | 6.0 | nt | nt | 7.5 | -0.2 | 0.9 | 0.6
O=C(CCc1nnc(C2CCCCC2)o1)NCc1ccc(F)c(F)c1 | 1.8 | 2.0 | -3.0 | -2.2 | nt | nt | nt | nt
COc1ccc(NS(=O)(=O)c2cccc(C(=O)NNC(=O)c3cccn3C)c2)cc1 | 2.2 | -0.5 | -3.2 | 1.2 | -3.4 | -0.3 | -0.4 | -3.9
CCOC(=O)CC(=O)CSc1nc(-c2cccnc2)cc(C)c1C#N | nt | 3.1 | nt | nt | -1.6 | -3.3 | -12.1 | 6.0
CO[C@H]1CN(C)C(=O)c2ccc(NS(=O)(=O)CC(F)(F)F)cc2OC[C@@H](C)NC[C@@H]1C | 9.6 | 11.7 | -5.1 | 0.5 | nt | 61.1 | -8.1 | -5.7
COc1ccccc1OCc1nc(C#N)c(N2CCC(C(N)=O)CC2)o1 | 8.5 | 4.6 | nt | nt | 0.8 | -1.4 | nt | -2.4
CCN1C(=O)C(CC(=O)Nc2ccc(OC)cc2)N(Cc2cccnc2)C1=S (stereo unspecified) | nt | 2.7 | 2.0 | nt | nt | 0.6 | -0.3 | -4.4
CC(=O)Nc1ccccc1NC(=O)C/C(C)=N/NC(=O)C1CCCCC1 | -1.0 | 21.5 | 5.1 | 4.0 | -3.0 | 1.1 | 11.3 | -1.4
Cc1noc(/C=C/c2ccco2)c1S(=O)(=O)N1CCC(C(=O)NCc2ccco2)CC1 | -4.8 | -0.9 | nt | nt | -4.4 | -2.2 | nt | 1.7
O=S(=O)(Cc1ccc(Cl)cc1)N1CCN(c2ncccn2)CC1 | 0.7 | 2.6 | 9.9 | 2.5 | nt | 1.5 | 8.7 | -1.3
CCNC(=O)COC(=O)COc1ccc(Cl)cc1C | nt | 7.3 | nt | nt | -9.0 | 0.1 | 1.0 | -2.9
COc1ccc(-c2oc3ncnc(NCCCO)c3c2-c2ccc(OC)cc2)cc1 | -4.2 | -0.9 | nt | -0.8 | -3.2 | 0.2 | -42.8 | 0.2
CCOC(=O)c1sc2nc(C)nc(SCC(=O)N(CC)C3CCS(=O)(=O)C3)c2c1C (stereo unspecified) | -1.1 | -9.7 | 2.6 | 1.1 | nt | nt | nt | nt
CC(=O)N1CCCCN2[C@H](CO)[C@@H](c3ccc(-c4ccc(C)cc4)cc3)[C@@H]2C1 | nt | -7.4 | -25.4 | -0.2 | -5.1[16.7 µM] | 0.7 | nt | 5.7
C#CCOCCOCCOCCNc1nc(N2CCN(C(=O)CCCCCCCCCCNC(=O)Cn3cc(CCCCCN)nn3)CC2)nc(N2CCN(C(=O)CCCCCCCCCCNC(=O)[C@@H](CCSC)n3cc(CCO)nn3)CC2)n1 | nt | -15.7 | -19.7 | nt | -4.4 | -0.2 | -75.4 | -0.2
O=C(C[C@H]1CC[C@@H](NC(=O)CCN2CCCCC2)[C@H](CO)O1)NCc1ccc(Cl)c(Cl)c1 | 10.5 | -1.9 | 11.0 | 0.9 | -6.7[16.7 µM] | 0.5 | -11.4 | -0.2
CC(=O)C1C(c2ccc([N+](=O)[O-])cc2)C2C(C)=NN=C2CC1(C)O (stereo unspecified) | 1.0 | 4.1 | -5.6 | 0.3 | 1.2 | nt | 18.2 | nt
CC1(C)NC(=O)N(CC(O)COc2ccc(-c3ccc(C#N)cc3)cc2)C1=O (stereo unspecified) | -0.7 | 2.9 | 19.7 | nt | 3.5 | 2.2 | -0.9 | 3.5
COC(=O)[C@]1(Cc2ccccc2)N[C@H](CN(C)C(=O)Nc2ccc(OC)cc2)[C@@H]2C(=O)N(C)C(=O)[C@@H]21 | 7.6 | nt | -9.3 | -0.5 | nt | -0.6 | 4.4 | 0.9
CCN1/C(=C\C(C)=O)Sc2ccc(OC)cc21 | nt | -0.6 | nt | nt | -5.5 | 0.3 | 14.4 | 2.0
C[C@@H]1CN([C@H](C)CO)S(=O)(=O)c2ccc(Br)cc2O[C@@H]1CN(C)C(=O)C1CC1 | nt | -16.7 | 26.4 | -2.1 | -8.0[16.7 µM] | 1.8 | 9.0 | -0.3
COc1ccccc1NC(=O)N1C[C@H](O)COC[C@H]2O[C@H](CC(=O)NCCc3ccccc3)CC[C@@H]21 | -7.3 | -2.9 | 7.2 | 2.7 | 1.2[16.7 µM] | -1.5 | -6.9 | 4.2
COc1ccc(CN(C)C[C@H]2OCCCC[C@H](C)Oc3ccc(NS(=O)(=O)c4ccccc4)cc3C(=O)N([C@H](C)CO)C[C@H]2C)cc1 | 5.1 | 3.4 | -27.9 | 2.7 | -0.7[16.7 µM] | -0.3 | nt | -2.0
Cc1noc(C)c1NC(=O)Nc1ccc2c(c1)CC(=O)N([C@@H](C)CO)C[C@H](C)[C@H](CN(C)CC1CC1)O2 | 3.0 | -0.3 | 23.3 | -1.8 | -5.0[16.7 µM] | 0.2 | 14.7 | -6.0
O=C(NCc1ccccn1)C(=O)Nc1nc(C23CC4CC(CC(C4)C2)C3)cs1 | -2.3 | 2.0 | 8.9 | -1.6 | -2.2 | 2.0 | -43.1 | 2.6
O=C(Nc1nc(=S)ss1)c1c(F)cccc1F | nt | -12.2 | nt | nt | -3.4 | 2.4 | nt | -0.8
COc1cccc(-n2c(SC3CCOC3=O)nc3ccccc3c2=O)c1 (stereo unspecified) | nt | -10.8 | nt | nt | -0.8 | -4.2 | 12.1 | 5.6
COc1ccccc1CNC(=O)C[C@@H]1C[C@H]2c3cc(NC(=O)CC4CC4)ccc3O[C@H]2[C@@H](CO)O1 | -13.1 | -0.3 | -2.9 | -4.1 | -3.5[16.7 µM] | -0.6 | 9.3 | -4.6
CCN(c1cccc(C)c1)S(=O)(=O)c1cc(CN2C(=O)c3cccnc3C2=O)ccc1OC | -1.6 | -1.9 | 6.9 | -2.5 | 0.3 | 0.5 | -0.5 | 2.8
O=C(CN1C(=O)c2ccccc2S1(=O)=O)Nc1ccc(S(=O)(=O)N2CCCC2)cc1 | nt | -8.6 | nt | nt | -1.0 | -0.1 | -0.8 | 5.2
O=C(NCc1ccccn1)c1ccc(COc2ccc(Cl)cc2)o1 | nt | 4.4 | nt | nt | 3.1 | -0.9 | 17.4 | 1.1
Cc1cc(OCc2cc(C(=O)NC3CCC3)no2)cc(C)c1Cl | nt | -5.6 | nt | nt | 0.2 | 8.8 | 2.1 | -2.6
COCCNC(=O)/C(C#N)=C/c1cn(CC(=O)NCc2ccco2)c2ccccc12 | 1.7 | 9.9 | -17.0 | 0.1 | 2.7 | -29.0 | -0.1 | 5.9
COc1ccc(NC(=O)C(=O)NCCN2CCN(C(=O)c3cccs3)CC2)cc1 | 19.9 | 8.0 | nt | nt | 3.7 | -0.5 | nt | 4.5

From PubChem BioAssay
